Source: PubChem (several laboratories)
Scp-1 inhibitor – inhibitors of human Scp-1 phosphatase; Q9GZU7; Recombinant Scp1, phosphopeptide, malachite green phosphate absorbance; inhibition, % at 20 µM; hit rate 0.88% among 340,000;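 active = inhibition above about 50% at 20 µM, limit read from the data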;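 note: plate controls were DMSO wells with enzyme for no effect and wells lacking enzyme for full effect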
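Material: truncated SCP-1 phosphatase (76-261aa) / Buffer or medium: 50 mM Tris acetate pH 5.5, 0.005% Tween-20, 10 mM MgCl2 / Compound dosing: one concentration, 20 µM, with 1.0% DMSO / Incubation: 45 min room-temperature reaction, 5 min colour, 30 min stabiliser / Detection: colorimetric free-phosphate detection, absorbance 630 nm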
NadD block – NadD (S. aureus) enzyme inhibition | purified NadD enzyme, colorimetric absorbance read-out | inhibition, % at 20 µM | hit rate 0.78% among 360,000; in the data active = inhibition above about 26%; note: some compounds past the cut are filed as inactive
LMPTP block – LMPTP (human) inhibition; recombinant LMPTP-A, OMFP fluorogenic substrate, fluorescence intensity; P24666; inhibition, % at 20 µM; hit rate 0.22% among 360,000;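 active = compounds that cut the enzyme signal by at least half of the control window in the single-dose screen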;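 note: plate controls were DMSO wells with enzyme plus substrate for no effect and substrate without enzyme for full effect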
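Test system – LMPTP-A phosphatase enzyme · Quantity – 0.625 nM LMPTP-A final · Reagent – OMFP substrate, 400 µM final · Dosing – one test concentration per compound, 20 µM, with 3% DMSO overall · Timing – 50 min enzyme reaction at room temperature, protected from light · Detection – fluorescence intensity · Controls – substrate-only low control, DMSO enzyme-plus-substrate high control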
CSN inh – blocks human CSN-mediated cullin deneddylation | Q92905 | Purified CSN, SCF-Nedd8-OG deneddylation, fluorescence polarization | inhibition, % at 12.5 µM | hit rate 0.38% among 360,000 | AID 651999;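 active = pattern-corrected inhibition above about 35%, with an unprinted fluorescence ratio check between 0.5 and 1.5, limit read from the data, passing the limit was not always enough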;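 note: 0% = enzyme with substrate and 100% = substrate without enzyme; some results filed as inactive read as strong as hits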
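Material: human Csn5 produced in HEK293T cells; Input: enzyme 0.24 nM; Reagent: SCFSkp2-Nedd8OG substrate at 10 nM final; Dosing: 12.5 µM compound; Incubation: 90 min reaction at room temperature; Detection: fluorescence polarization of the substrate; Evaluation: % inhibition of substrate cleavage by Csn5; Control set: substrate-only high control, full reaction low control.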
Tb MetRS inh – Trypanosoma brucei MetRS inhibition | purified T. brucei MetRS, ATP depletion, Kinase-Glo luminescence | hit rate 0.4% among 360,000 | inhibition, % at 11.9 µM | AID 624268;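 active = inhibition above a per-plate cutoff of the control wells' mean inhibition plus 3 SD, cut at about 5.5% in these data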;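 note: 0% = DMSO wells median and 100% = median of wells with control inhibitor compound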
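Material – parasite MetRS enzyme · Medium – HEPES-MgCl2-KCl buffer plus DTT, spermine, BSA, pyrophosphatase · Reagent – ATP, methionine and E. coli bulk tRNA substrates · Times – 15 min enzyme-compound preincubation, 2 h reaction, 10 min detection, 25 °C · Measured by – luminescence of leftover ATP · Evaluation – percent inhibition relative to median high and low control wells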
STEP inh – STEP (human) phosphatase inhibition. recombinant STEP, OMFP fluorogenic substrate, fluorescence. inhibition, % at 20 µM. hit rate 0.25% among 360,000. AID 588621;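 active = inhibition at 20 µM, scaled per plate between control wells, above about 37%, limit read from the data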;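 note: 0% = DMSO with enzyme and substrate and 100% = substrate only without enzyme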
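Assay system: isolated STEP enzyme. Buffer or medium: pH 6.0 Bis-Tris with DTT and Tween 20. Also added: fluorogenic phosphatase substrate OMFP at 25 µM final. Dosing: 20 µM, 1% DMSO. Timing: 20 min reaction, room temperature, in the dark. Measured by: fluorescence intensity, excitation 480 nm, emission 540 nm. Evaluation: normalized % inhibition.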
SUMO1 PPI mod – SUMO1-SIM interaction modulation | P63165 | inhibition, % at 20 µM | AID 602429 | hit rate 0.33% among 360,000 | SUMO1 binding to a labelled peptide, TR-FRET, 1 h; in the data active = inhibition above about 37%
PABP1 MLLE inh – blocks PAM2 peptide binding to the PABP1 MLLE domain; P11940; GST-MLLE / FITC-PAM2 fluorescence polarization; inhibition, % at 20 µM; hit rate 0.36% among 360,000; in the data active = inhibition above about 35%, passing the limit was not always enough;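 note: plate controls were DMSO wells with GST-MLLE for no effect and wells lacking GST-MLLE protein for full effect; some results filed as inactive read as strong as hits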
DNMT1 block – DNMT1 (human) enzyme inhibition | hit rate 0.83% among 360,000 | DNMT1 molecular beacon, Hinp1I cleavage, fluorescence | inhibition (reported as % activation of signal), % at 10 µM | P26358 | AID 588458; in the data active = inhibition above about 50%
Target sequence (P26358 504-1616 limits assumed): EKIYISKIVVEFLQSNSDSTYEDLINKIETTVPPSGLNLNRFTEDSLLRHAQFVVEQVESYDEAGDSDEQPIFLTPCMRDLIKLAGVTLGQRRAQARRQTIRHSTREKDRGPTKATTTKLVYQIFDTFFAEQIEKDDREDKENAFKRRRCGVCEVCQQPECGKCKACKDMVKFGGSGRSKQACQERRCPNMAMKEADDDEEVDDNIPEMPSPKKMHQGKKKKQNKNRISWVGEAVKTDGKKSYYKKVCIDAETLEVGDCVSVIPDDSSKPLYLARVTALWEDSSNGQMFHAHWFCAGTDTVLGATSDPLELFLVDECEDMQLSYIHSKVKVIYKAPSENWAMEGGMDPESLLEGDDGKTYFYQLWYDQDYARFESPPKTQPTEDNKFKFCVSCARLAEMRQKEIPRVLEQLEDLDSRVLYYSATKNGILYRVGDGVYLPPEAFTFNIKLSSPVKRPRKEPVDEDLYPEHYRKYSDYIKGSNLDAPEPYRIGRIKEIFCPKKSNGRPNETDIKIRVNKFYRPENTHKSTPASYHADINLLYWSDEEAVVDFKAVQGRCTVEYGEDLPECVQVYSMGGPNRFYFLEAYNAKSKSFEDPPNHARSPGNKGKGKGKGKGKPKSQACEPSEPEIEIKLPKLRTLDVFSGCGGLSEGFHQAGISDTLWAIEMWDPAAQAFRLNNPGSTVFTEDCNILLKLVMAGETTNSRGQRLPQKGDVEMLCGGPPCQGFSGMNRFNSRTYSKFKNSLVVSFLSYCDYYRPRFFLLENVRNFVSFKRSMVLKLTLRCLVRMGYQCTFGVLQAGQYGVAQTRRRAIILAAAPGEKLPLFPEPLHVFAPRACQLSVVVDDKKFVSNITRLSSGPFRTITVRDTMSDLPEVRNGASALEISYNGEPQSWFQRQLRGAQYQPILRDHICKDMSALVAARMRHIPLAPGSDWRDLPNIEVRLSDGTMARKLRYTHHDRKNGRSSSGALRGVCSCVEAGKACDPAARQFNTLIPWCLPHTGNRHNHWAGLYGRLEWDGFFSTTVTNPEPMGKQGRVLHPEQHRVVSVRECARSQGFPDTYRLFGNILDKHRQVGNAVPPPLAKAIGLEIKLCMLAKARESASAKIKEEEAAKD
Rpn11 block – blocks the human proteasome subunit Rpn11. human 26S proteasome, Ub4-pepOG fluorescence polarization; 20S core pre-blocked with epoxomicin. AID 588493. hit rate 0.59% among 360,000. calls only at 20 µM;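 active = inhibition at 20 µM, scaled to each plate's controls, above about 33%, limit read from the data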
Active calls of the source: *; i = inactive; · = not tested or not shown; + = active, no number.

no. | SMILES | Scp-1 inhibitor | NadD block | LMPTP block | CSN inh | Tb MetRS inh
1 | CC(=O)Nc1ccc(NC(=O)CCC(=O)Oc2ccc(C)cc2)cc1 | -4 | -2 | -0.7 | 3 | -0.1
2 | COCCN(CC(=O)Nc1ccccc1C(F)(F)F)C(=O)/C=C/c1cc(Cl)c2c(c1)OCO2 | -8 | -4 | 1.8 | -4 | 0.4
3 | COc1cc([C@@H]2c3cc4c(cc3[C@@H](O)[C@H]3COC(=O)[C@H]23)OCO4)cc(OC)c1O[Si](C)(C)C(C)(C)C | -5 | 1 | 2.1 | 2 | -0.1
4 | CC(C)(C)OC(=O)N[C@@H](Cc1c[nH]c2ccccc12)c1nnc(SCC(N)=O)o1 | -5 | 1 | -0.1 | -1 | -0.2
5 | O=C(CN(C1CCCCC1)S(=O)(=O)c1ccccc1)N1CCCC1 | -13 | 1 | -4.7 | 1 | -0.3
6 | CCCCCCSc1nnc(N)s1 | -7 | 1 | 0.9 | 2 | -1.2
7 | CCCn1c(SCC(=O)NC)nnc1C(C)C | 3 | -6 | -1.0 | -3 | -1.1
8 | C/C(=N/NC(=O)c1ccc(Cn2cccn2)o1)c1cccc(NC(=O)c2ccncc2)c1 | -2 | -5 | 0.1 | 1 | -0.7
9 | CCOc1nc(-c2ccccc2O)nc2ccccc12 | -5 | 12 | 2.5 | -5 | 0.0
10 | COc1ccc(CNC(=O)Cc2ccc(NC(=O)C3=C(C)OCCS3)cc2)cc1 | 32 | 5 | 8.4 | 0 | 0.1

no. | STEP inh | SUMO1 PPI mod | PABP1 MLLE inh | DNMT1 block | Rpn11 block
1 | 0 | 4 | 2 | -1 | i
2 | 4 | -11 | -6 | -4 | i
3 | 0 | 1 | -15 | -32 | i
4 | 8 | 4 | -117 | 1 | i
5 | -14 | -4 | -8 | -1 | +
6 | -4 | -2 | 11 | 2 | i
7 | 0 | 0 | -4 | 0 | i
8 | -2 | -6 | -5 | -2 | i
9 | -1 | -6 | 6 | 4 | i
10 | 4 | 3 | 4 | 37 | i

Carrying on:
no. | SMILES | Scp-1 inhibitor | NadD block | LMPTP block | CSN inh | Tb MetRS inh
11 | Cc1nn2c(-c3ccc(F)cc3)ccnc2c1Cl | -12 | -11 | 1.3 | -4 | -0.6
12 | O=C1CCN(Cc2ccccc2)C=C1c1ccc2ccccc2c1 | 0 | 0 | 1.9 | -2 | -0.4
13 | Cc1cccc(Nc2nc(N)nc(CN3CCN(C)CC3)n2)c1 | -7 | 7 | -0.6 | -3 | -0.2
14 | CN1CCN(S(=O)(=O)c2ccc(NC(=S)NC(=O)C3CCCC3)cc2)CC1 | 3 | 0 | 1.2 | 2 | -4.0
15 | COc1ccc(F)cc1-c1cc(C(=O)NCc2cc(C(F)(F)F)cc(C(F)(F)F)c2)[nH]n1 | · | 0 | 3.7 | 7 | 0.1
16 | NC1CCN(c2c(F)cc3c(=O)c(C(=O)O)cn(C4CC4)c3c2Cl)C1 (centres undefined) | -3 | -4 | 11 | 3 | -0.4
17 | CCC(C(=O)NC1CCCC1)N(C(=O)Cn1nnc(-c2ccc(C)o2)n1)c1cccc(OC)c1 (centres undefined) | -7 | -11 | 0.2 | -4 | 0.2
18 | CCOc1cc2[nH]c(=O)n(CCC(=O)NCCc3ccccc3)c(=O)c2cc1OCC | -2 | -7 | -0.5 | 2 | -0.4
19 | O=[N+]([O-])c1cc(S(=O)(=O)N2CCCC2)ccc1N/N=C1/CCCc2ccccc21 | -3 | 13 | 4.3 | -4 | 0.7
20 | CCOC(=O)CC1C(=O)NCCN1c1nc2ccc(C)cn2c(=O)c1/C=C1\SC(=S)N(CC(C)C)C1=O (centres undefined) | -11 | -7 | 3.2 | 91 | 0.3

no. | STEP inh | SUMO1 PPI mod | PABP1 MLLE inh | DNMT1 block | Rpn11 block
11 | -2 | -30 | 5 | 3 | i
12 | 0 | -18 | 2 | 1 | i
13 | 1 | 0 | 4 | 3 | i
14 | -1 | 0 | 18 | 6 | i
15 | 0 | 1 | -5 | -1 | i
16 | -1 | -3 | 1 | -3 | i
17 | -1 | 0 | 9 | 6 | i
18 | -9 | -1 | -1 | 9 | i
19 | 0 | -8 | 2 | 6 | i
20 | -15 | -10 | 149 | 20 | ·

(list continues)
no. | SMILES | Scp-1 inhibitor | NadD block | LMPTP block | CSN inh | Tb MetRS inh
21 | Cc1nccn1CC(O)COc1ccc(Cl)cc1Cl (centres undefined) | -7 | -4 | 0.3 | 1 | 9.5*
22 | Cn1nccc1C(=O)N1CCN(c2cccc(C(F)(F)F)c2)CC1 | -8 | 0 | -0.5 | 2 | -0.2
23 | COC(=O)C1Sc2[nH]c(=O)sc2C2c3ccccc3OC(=O)C12 (centres undefined) | -7 | 10 | -5.6 | 1 | 0.0
24 | CC1=CC(=O)C(C(C)C)=C/C1=N\OC(=O)c1cccc2nc(C)oc12 | -17 | -8 | -2.0 | -4 | -1.0
25 | C=CCc1cccc2cc(C(=O)N3CCN(C(=O)c4ccccc4)CC3)c(=O)oc12 | 7 | 3 | -0.3 | -2 | -0.2
26 | O=c1c(-c2cccc3ccccc23)[n+]([O-])c2ccccc2n1O | -11 | -2 | -0.1 | -2 | -0.3
27 | CCN1CCN(C(=O)c2nn(-c3ccccc3)c(=O)c3ccccc23)CC1 | -4 | -2 | -1.3 | -3 | -0.2
28 | CN(C)CCCN(C(=O)c1ccc(S(=O)(=O)N(C)C2CCCCC2)cc1)c1nc2ccc(F)cc2s1 | 5 | -4 | -0.1 | 3 | -0.3
29 | COc1ccc(/C=N/NC(=O)c2cc(O)c(O)c(O)c2)cc1Cn1cc([N+](=O)[O-])cn1 | 83* | 28 | 62* | 25 | 5.6*
30 | COc1ccc(-c2ccc(=O)n(Cc3ccccc3)n2)cc1 | -4 | 2 | 0.1 | 3 | 0.0

no. | STEP inh | SUMO1 PPI mod | PABP1 MLLE inh | DNMT1 block | Rpn11 block
21 | -7 | 6 | 5 | 6 | i
22 | 2 | -3 | -4 | 2 | i
23 | -1 | -10 | 4 | -9 | i
24 | -2 | -21 | 9 | 4 | i
25 | 0 | 2 | 6 | 3 | i
26 | 2 | -8 | 11 | -5 | i
27 | 4 | 3 | 5 | -1 | i
28 | 1 | -11 | -11 | 2 | i
29 | 5 | 8 | 12 | 22 | i
30 | -3 | -15 | 6 | 0 | i

Marked active in LMPTP block, among the entries above:
cpd	mol	Scp-1 inhibitor	NadD block	LMPTP block	CSN inh	Tb MetRS inh	SUMO1 PPI mod	PABP1 MLLE inh	DNMT1 block	Rpn11 block
29	COc1ccc(/C=N/NC(=O)c2cc(O)c(O)c(O)c2)cc1Cn1cc([N+](=O)[O-])cn1	83*	28	62*	25	5.6*	8	12	22	i

(continued)
no. | SMILES | Scp-1 inhibitor | NadD block | LMPTP block | CSN inh | Tb MetRS inh
31 | O=C(COC(=O)c1ccccc1Oc1ccccc1)NC1CCS(=O)(=O)C1 (centres undefined) | -2 | -2 | -1.0 | -2 | -0.7
32 | Cc1cc(-c2n[nH]c(=S)n2Cc2ccco2)nn1C | -3 | 1 | -0.3 | 1 | -1.2
33 | COc1ccccc1-c1nc(S(=O)(=O)c2ccc(Cl)cc2)c(N(C)C)o1 | -5 | 4 | -1.1 | 8 | -0.4
34 | Cc1ccc(C)c(S(=O)(=O)Nc2cc(SCC(=O)O)c(O)c3ccccc23)c1 | 13 | 14 | 11 | 7 | 0.6
35 | Cc1cc(C)cc(N(C(=O)C2CCCC2)C2C=CS(=O)(=O)C2)c1 (centres undefined) | -8 | 4 | -1.0 | -2 | -0.1
36 | CCOC(=O)Cn1c(=O)oc2cc(S(=O)(=O)N3CCN(c4ccccn4)CC3)ccc21 | 9 | -4 | -4.1 | 1 | -0.1
37 | Cn1c(SCc2cccc3ccccc23)nnc1-c1ccco1 | 4 | 2 | 3.3 | -9 | 0.1
38 | O=C(c1ccc(Br)o1)N(c1ccccn1)C1CCCCC1 | -4 | -2 | 0.0 | -2 | 0.0
39 | CSc1nnc(-c2ccc(O)cc2)n1C | -3 | 0 | -0.8 | 4 | -0.7
40 | O=C(NCCCN1CCOCC1)c1cc(-c2ccc(Br)cc2)nc2ccccc12 | -2 | -6 | -1.1 | 4 | -0.4

no. | STEP inh | SUMO1 PPI mod | PABP1 MLLE inh | DNMT1 block | Rpn11 block
31 | -3 | 1 | -1 | 1 | i
32 | 1 | 2 | -10 | 1 | i
33 | -3 | 2 | 19 | 2 | i
34 | 7 | 91* | 29 | 19 | i
35 | -4 | -3 | 7 | 4 | i
36 | -2 | 6 | -3 | 1 | i
37 | 1 | -4 | -15 | 8 | i
38 | -1 | 3 | 5 | 3 | i
39 | 0 | 0 | 0 | 3 | i
40 | -1 | -21 | 5 | -3 | i

Continued.
no. | SMILES | Scp-1 inhibitor | NadD block | LMPTP block | CSN inh | Tb MetRS inh
41 | O=c1[nH][nH]c2c1[C@H](c1ccc(F)cc1)O[C@H](C1CCCCC1)C2 | · | 1 | -1.1 | -2 | -0.8
42 | O=Cc1ccc(-c2ccccc2C(=O)O)o1 | 5 | 0 | 1.5 | -6 | -1.5
43 | Cc1cc(C(=O)COC(=O)c2ccc(NC(=O)CC#N)cc2)c(C)n1CCc1ccc(F)cc1 | -17 | 24 | 4.1 | 10 | -0.2
44 | COc1ccc(N(CC(=O)N2CCCC2)S(C)(=O)=O)cc1 | 3 | 5 | -1.8 | -3 | -1.4
45 | Cc1ccc(CNC(=O)c2c(C)cc(=O)oc2C)cc1 | -8 | -1 | -1.6 | 2 | -0.3
46 | COc1cc(/C=N/N2C(=O)CSC2=S)cc(Br)c1O | -5 | 8 | -0.4 | 118* | -0.6
47 | O=C(COC(=O)CNS(=O)(=O)c1ccc(Br)cc1Cl)NCCc1ccccc1 | -7 | -7 | 1.1 | 3 | -0.3
48 | CCc1cccc(NC(=O)Cn2cccc2)c1 | -9 | -11 | -0.5 | -11 | -0.1

no. | STEP inh | SUMO1 PPI mod | PABP1 MLLE inh | DNMT1 block | Rpn11 block
41 | · | 6 | · | · | ·
42 | -3 | -2 | -9 | 6 | i
43 | -1 | 1 | -25 | -18 | +
44 | 1 | 0 | -1 | -4 | i
45 | -3 | 0 | 12 | -1 | i
46 | 4 | 16 | -111 | -8 | ·
47 | 3 | 2 | -3 | 0 | i
48 | 0 | -2 | -1 | -2 | i
